Bioassay records from PubChem BioAssay.
GALK inhibitor: qHTS Assay for Inhibitors of Human Galactokinase (GALK) | P51570 | 0.007% of 270,000 active | Purified GALK, Kinase-Glo residual ATP luminescence | AID 1868, 2009 | Potency, µM (series often up to 57.5 µM), inactives show at the highest dose activity change, negative = inhibition, usual class: inhibitors; note: potency is the fitted concentration of half-maximal effect; % is set by controls: 0 for no effect and ±100 for the full control effect
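Compounds were pin-transferred into ATP buffer (35 uM final), then GALK plus galactose (5 nM, 100 uM final) was added. After 1 h at room temperature, Kinase-Glo Plus was added and luminescence read after 10 min.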
Giardia killer: Small Molecules that selectively kill Giardia lamblia: qHTS | Giardia lamblia trophozoite viability | 0.15% of 340,000 active | activity change, % at 7.66 µM, hits read low; in the data active = activity change below about -80%; inconclusive = between about -30% and that limit;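 note: parasites exposed to compound for two days anaerobically before the ATP read; % is set by controls: 0 for no effect and ±100 for the full control effect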
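Luminescence from cellular ATP indicates surviving trophozoites (100 cells/well) following 48 hrs anaerobic compound treatment at 37 deg C; signal develops 15-30 min at room temperature.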
CXXC DNA block: qHTS Fluorescence Polarization Assay for Inhibitors of MLL CXXC domain - DNA interaction | MLL-CXXC / FITC-HOXA9 DNA fluorescence polarization | Potency, µM (top dose mostly 115 µM), inactives show at the highest dose activity change, negative = inhibition, hits mostly inhibitors | AID 2662, 2010 | 0.037% of 290,000 active; active = well fitted inhibition curve with a large enough effect in the polarisation, with a control signal flat, not every such curve was filed as active; inconclusive = small, poorly fitted or top-dose-only effect, or effect the other way, or a change in a side signal; inactive = no such curve, though single readings can be large or run the other way; the % refers to the polarisation; note: potency is the fitted concentration of half-maximal effect
Target sequence (Q03164 whole entry, looked up, the tested form may be a part): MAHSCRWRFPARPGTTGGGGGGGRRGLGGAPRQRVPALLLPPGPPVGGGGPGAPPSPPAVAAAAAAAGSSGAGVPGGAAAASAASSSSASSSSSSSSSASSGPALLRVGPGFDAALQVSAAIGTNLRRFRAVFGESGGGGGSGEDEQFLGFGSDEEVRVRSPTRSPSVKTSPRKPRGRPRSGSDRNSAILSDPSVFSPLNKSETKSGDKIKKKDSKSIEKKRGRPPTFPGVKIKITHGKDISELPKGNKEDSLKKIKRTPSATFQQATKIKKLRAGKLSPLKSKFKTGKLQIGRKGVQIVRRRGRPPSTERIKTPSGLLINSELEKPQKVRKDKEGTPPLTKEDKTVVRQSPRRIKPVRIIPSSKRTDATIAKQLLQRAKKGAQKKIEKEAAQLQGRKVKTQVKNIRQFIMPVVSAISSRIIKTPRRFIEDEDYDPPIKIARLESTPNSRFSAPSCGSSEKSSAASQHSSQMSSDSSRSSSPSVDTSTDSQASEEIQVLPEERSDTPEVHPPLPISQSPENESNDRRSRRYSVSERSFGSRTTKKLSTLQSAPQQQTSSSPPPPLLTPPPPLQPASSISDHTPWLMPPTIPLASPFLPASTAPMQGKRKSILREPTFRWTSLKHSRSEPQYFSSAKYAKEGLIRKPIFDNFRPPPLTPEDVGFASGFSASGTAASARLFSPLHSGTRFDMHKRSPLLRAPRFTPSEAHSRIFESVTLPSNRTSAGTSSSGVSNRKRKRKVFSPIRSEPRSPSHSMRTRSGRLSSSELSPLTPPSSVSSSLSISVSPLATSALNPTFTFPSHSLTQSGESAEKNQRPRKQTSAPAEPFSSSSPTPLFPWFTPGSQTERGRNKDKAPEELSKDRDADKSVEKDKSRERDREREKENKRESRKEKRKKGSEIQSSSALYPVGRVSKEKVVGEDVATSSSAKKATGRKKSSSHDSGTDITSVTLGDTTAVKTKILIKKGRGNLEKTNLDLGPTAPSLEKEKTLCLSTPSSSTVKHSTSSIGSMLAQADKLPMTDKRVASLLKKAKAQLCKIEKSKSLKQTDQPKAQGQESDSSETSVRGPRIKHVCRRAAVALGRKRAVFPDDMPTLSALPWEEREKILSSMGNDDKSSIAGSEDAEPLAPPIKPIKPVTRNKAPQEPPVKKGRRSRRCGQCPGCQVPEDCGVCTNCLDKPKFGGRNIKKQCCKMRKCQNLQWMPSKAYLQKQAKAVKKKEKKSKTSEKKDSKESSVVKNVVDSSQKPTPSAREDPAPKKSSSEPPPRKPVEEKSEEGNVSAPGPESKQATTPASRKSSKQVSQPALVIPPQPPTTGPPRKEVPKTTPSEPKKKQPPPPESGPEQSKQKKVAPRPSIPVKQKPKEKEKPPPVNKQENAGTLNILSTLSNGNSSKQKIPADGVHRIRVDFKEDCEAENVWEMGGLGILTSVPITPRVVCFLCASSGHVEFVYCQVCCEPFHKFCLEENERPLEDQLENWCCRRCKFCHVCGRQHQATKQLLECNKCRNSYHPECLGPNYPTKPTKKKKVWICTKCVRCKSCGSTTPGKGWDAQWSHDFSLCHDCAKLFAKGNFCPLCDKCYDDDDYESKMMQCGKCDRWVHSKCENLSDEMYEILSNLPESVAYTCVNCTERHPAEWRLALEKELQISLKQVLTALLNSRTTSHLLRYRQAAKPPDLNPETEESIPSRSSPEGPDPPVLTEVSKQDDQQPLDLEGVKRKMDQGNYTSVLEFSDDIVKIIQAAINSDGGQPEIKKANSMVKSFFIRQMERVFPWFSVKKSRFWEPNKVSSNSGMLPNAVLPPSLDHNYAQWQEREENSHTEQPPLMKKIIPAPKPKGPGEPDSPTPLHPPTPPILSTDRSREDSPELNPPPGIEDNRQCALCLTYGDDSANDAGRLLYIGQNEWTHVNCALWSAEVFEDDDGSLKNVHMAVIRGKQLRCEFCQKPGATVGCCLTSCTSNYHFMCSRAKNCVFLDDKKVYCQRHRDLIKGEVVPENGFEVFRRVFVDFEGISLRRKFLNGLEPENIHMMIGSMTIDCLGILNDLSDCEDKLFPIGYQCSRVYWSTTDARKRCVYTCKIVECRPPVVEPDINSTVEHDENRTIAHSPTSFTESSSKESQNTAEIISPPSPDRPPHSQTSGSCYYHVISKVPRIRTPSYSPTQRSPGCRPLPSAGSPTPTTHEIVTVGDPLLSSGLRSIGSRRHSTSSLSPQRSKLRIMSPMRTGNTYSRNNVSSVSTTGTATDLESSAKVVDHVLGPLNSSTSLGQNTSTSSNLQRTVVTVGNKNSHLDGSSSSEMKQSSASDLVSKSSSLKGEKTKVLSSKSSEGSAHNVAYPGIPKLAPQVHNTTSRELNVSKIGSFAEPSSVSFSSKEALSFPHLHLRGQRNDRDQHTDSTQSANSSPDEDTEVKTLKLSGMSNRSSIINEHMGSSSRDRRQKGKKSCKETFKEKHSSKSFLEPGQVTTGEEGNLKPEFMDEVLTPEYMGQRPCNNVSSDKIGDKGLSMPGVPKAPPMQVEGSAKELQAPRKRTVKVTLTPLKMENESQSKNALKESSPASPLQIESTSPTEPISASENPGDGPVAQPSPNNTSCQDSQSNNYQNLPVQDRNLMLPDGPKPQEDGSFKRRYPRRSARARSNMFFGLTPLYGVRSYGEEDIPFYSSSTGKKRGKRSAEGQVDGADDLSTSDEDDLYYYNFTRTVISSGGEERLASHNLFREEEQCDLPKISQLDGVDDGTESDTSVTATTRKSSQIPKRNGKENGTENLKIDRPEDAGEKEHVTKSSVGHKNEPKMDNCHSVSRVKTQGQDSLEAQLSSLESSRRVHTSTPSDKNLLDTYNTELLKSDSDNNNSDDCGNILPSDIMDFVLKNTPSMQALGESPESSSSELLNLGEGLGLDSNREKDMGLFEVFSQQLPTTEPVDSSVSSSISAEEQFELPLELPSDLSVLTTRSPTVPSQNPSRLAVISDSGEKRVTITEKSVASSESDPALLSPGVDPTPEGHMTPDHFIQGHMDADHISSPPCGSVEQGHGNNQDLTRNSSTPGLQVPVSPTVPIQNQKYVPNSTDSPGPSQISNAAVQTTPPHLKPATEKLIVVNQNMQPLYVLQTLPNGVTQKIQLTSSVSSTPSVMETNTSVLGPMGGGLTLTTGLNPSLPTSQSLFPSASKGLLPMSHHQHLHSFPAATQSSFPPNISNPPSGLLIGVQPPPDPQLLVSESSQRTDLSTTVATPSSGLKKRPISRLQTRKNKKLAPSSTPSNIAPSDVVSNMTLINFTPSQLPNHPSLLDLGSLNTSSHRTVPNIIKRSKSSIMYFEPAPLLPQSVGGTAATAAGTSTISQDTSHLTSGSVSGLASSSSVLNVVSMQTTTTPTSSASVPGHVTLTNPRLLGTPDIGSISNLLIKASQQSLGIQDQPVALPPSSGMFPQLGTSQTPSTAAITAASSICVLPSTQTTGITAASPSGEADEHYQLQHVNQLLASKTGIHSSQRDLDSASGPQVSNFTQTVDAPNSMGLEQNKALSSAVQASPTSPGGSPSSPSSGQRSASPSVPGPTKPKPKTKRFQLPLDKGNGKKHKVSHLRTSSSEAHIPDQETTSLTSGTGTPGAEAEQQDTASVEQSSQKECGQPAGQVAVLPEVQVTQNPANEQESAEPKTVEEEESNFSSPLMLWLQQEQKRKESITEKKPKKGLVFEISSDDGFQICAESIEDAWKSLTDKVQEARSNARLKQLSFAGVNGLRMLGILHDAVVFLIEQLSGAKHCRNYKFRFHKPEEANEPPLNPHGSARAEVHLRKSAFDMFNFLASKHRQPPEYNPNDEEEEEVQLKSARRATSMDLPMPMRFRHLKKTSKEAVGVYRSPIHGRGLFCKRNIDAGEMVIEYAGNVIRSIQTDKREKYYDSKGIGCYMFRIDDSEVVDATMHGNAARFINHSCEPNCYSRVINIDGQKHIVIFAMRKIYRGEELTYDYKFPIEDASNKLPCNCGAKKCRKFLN
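Fluorescence polarization: 7 uM MLL-CXXC (stock) preincubated 5 min with compounds, then 50 nM fluorescein-HOX-A9 DNA (stock) added; 30 min ambient. Buffer 50 mM Tris-HCl pH 7.5, 50 mM NaCl, 1 mM DTT, 0.05% BSA.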
Coupling enz: qHTS Assay for Inhibitors of Fructose-1,6-bisphosphate Aldolase from Giardia Lamblia: Coupling assay counterscreen. coupling enzyme system counterscreen, AmpLite Red fluorescence. activity change, negative = inhibition, % at 58.2 µM, hits read low. 0.67% of 290,000 active; in the data active = activity change below about -30%; note: % is set by controls: 0 for no effect and ±100 for the full control effect
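Activity here indicates interference with the coupling reaction, not aldolase inhibition. Compounds at 57.5 uM final met coupling enzymes for 10 min at RT; substrate and AmpLite Red detection followed, with a 525/598 nm fluorescence read after 20 min.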
AT treatment: qHTS Assay for Identifying a Potential Treatment of Ataxia-Telangiectasia | […] A-T fibroblasts, KAP-1 phosphorylation AlphaLISA; neocarzinostatin DNA damage 30 min before lysis | AID 485349, 2010 | Potency, µM (titrated, usually from 57.5 µM), for the others: at the highest dose activation, hits mostly activators | 0.19% of 320,000 active; note: potency is the fitted concentration of half-maximal effect; % of control where 0% means no effect; nearly all actives have a fitted effect of over 45% in size
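ATM-like activity read as KAP-1 phosphorylation via AlphaLISA donor/acceptor antibody pairs after lysis and 6 hr at 25C. Cells were ATM-null patient fibroblasts ([…], hTERT), dosed 60 min, then exposed to the DSB inducer NCS for 30 min.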
Tb PFK inh: qHTS Assay to Find Inhibitors of T. brucei phosphofructokinase; ATP-dependent 6-phosphofructokinase (Trypanosoma brucei brucei), O15648; T. brucei PFK, ADP-Glo luminescence; Potency, µM (series often up to 57.5 µM), without a hit: at the highest dose activity, negative = inhibition, hits mostly inhibitors; 0.17% of 330,000 active; AID 485367, 2010;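 note: potency is the fitted concentration of half-maximal effect; 0% = uninhibited 1x PFK enzyme wells and -100% = no-enzyme wells; nearly all actives have a fitted effect of over 60% in size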
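PFK 1.25 nM, F6P 0.5 mM, ATP 0.1 mM, 0.1 M TEA pH 8.0, 5 mM MgCl2, 0.01% Tween20, 0.1% BSA; 45 min RT. ADP-Glo readout. qHTS titration up to 57 uM; curves fitted, compounds curve-classed.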
hERG WT inh: qHTS for Inhibitors of KCHN2 3.1: Wildtype qHTS | AID 720551, 2013 | U2OS, BacMam KCNH2, thallium flux FluxOr; hits give low values | activity change, % at 1.84 µM | 0.37% of 340,000 active | Voltage-gated inwardly rectifying potassium channel KCNH2 (Homo sapiens), Q12809;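 active = maximum activity change below -70%; inconclusive = maximum activity change between -70% and -50%; inactive = maximum activity change above -50%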; note: % is set by controls: 0 for no effect and ±100 for the full control effect
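U2OS cells were transduced with wild-type KCNH2 virus (2.03 x 10^8 / mL) for 4 h at room temperature, then cultured overnight at 37 C. Thallium flux was read with FluxOr dye. Rate constants were normalized to DMSO controls.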
TSHR antag: Antagonists of the Thyroid Stimulating Hormone Receptor: HTS campaign; TSHR-expressing cells, TSH-stimulated cAMP HTRF, 2 h; hits give low values; activity change, negative = inhibition, % at 11.5 µM; 0.2% of 330,000 active;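 active = activity change below a set negative limit, meaning inhibition stronger than a set level, cut at about -70% in these data; inconclusive = activity change between two set negative limits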; note: % is set by controls: 0 for no effect and ±100 for the full control effect
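Read-out is FRET at 665 nm (cryptate excitation 337 nm) from a cryptate-tagged anti-cAMP antibody, competed by cell cAMP against cAMP-d2. Compounds are tested on freshly harvested TSHR cells challenged with 4nM TSH (EC80) for 2 hours at 37 deg C.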
TCR activator: Activators of T cell receptors: qHTS campaign; AID 504894, 2011; 330,000 tested, under 10 active; Potency, µM (highest dose often 9.22 µM), inactives show at the highest dose activation of IL-2 secretion, usual class: activators; primary human leukocytes, anti-CD3, IL-2 HTRF, 48 h; note: % of control where 0% means no effect
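Readout: HTRF IL-2, Eu-cryptate/d2 antibody pair, 320nm excitation, 665nm emission. Stimulus: a-CD3 beads, no co-stimulation. Cells: primary human leukocytes. Exposure: 48 hr with compound.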
Chronic BCR inh: qHTS Assay to Find Inhibitors of Chronic Active B-Cell Receptor Signaling; ABC-DLBCL IkBa-CBG/CBR reporter, luminescence ratio, 4 h; Potency, µM (series often up to 46.1 µM), inactives show at the highest dose ratio change, negative = lower green/red ratio, usual class: inhibitors; 0.05% of 340,000 active; AID 493014, 2011; active = well fitted inhibition curve with a large enough effect in the signal ratio, with a control signal flat, not every such curve was filed as active; inconclusive = small, poorly fitted or top-dose-only effect, or effect the other way, or a change in a side signal; the % refers to the signal ratio;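 note: potency is the fitted concentration of half-maximal effect; plate controls were basal doxycycline-induced cells for no effect and cells given 10 µM MG132 for full effect; MG132 reads +100%, hits lower the ratio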
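Cell line TMD8 (human ABC DLBCL), stably expressing tet-inducible CBG68-IkBa fusion and CBR; IMDM/0.5% FBS; cpd up to 46 uM; dox induction, 4 h, 37C/5% CO2; dual luminescence; green/red ratio; MG132 control.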
Active calls of the source: *; ? = inconclusive; · = no result given; [ ] = remark or other dose. Unless noted, calls come from the whole dose curve; as a rule, active = well fitted curve in the direction sought with a large enough effect; inconclusive = small, poorly fitted or top-dose-only effect, or another doubt; inactive = no such curve, though single readings can be large; an effect the other way counts as inactive or inconclusive.

SMILES	GALK inhibitor	Giardia killer	CXXC DNA block	Coupling enz	AT treatment	Tb PFK inh	hERG WT inh	TSHR antag	TCR activator	Chronic BCR inh
COc1ccc(-c2oc3ccccc3c2C#Cc2cncn2C)cc1	·	-2	·	·	24%	3%	·	3	-3%	17%
CCn1c(=O)n(CC(=O)N2CC(C)CC(C)C2)c(=O)c2ccccc21 (stereo not drawn)	3%	10	2%	3	0%	-8%	-3	9	-5%	-5%
COc1ccc2sc(N(CCN(C)C)C(=O)c3cc(Cl)sc3Cl)nc2c1	1%	5	6%	1	1%	-2%	0	32	-3%	3%
O=C1C(Cc2ccccc2)Nc2ncnc(N3CCN(c4ccccc4)CC3)c2N1Cc1ccc(Br)cc1 (stereo not drawn)	·	-4	·	·	2%	4%	-6	4	-4%	1%
COc1ccc(-n2c(-c3ccc(Br)cc3)c[n+]3c2CCc2ccccc2-3)cc1	-1%	1	3%	1	17%	-1%	-28	-16	0%[46.1 µM]	-20%
COc1ccc(O)c(C(=O)c2cnn(C(=O)c3cccc(N(C)C)c3)c2)c1	·	-15	·	·	4%	-3%	-8	-11	-8%	0%
CC1CC(C)CN(C(=O)COC(=O)Cc2ccc(Br)cc2)C1 (stereo not drawn)	-1%	4	10%	0	1%	-6%	23	-11	3%	2%
COC(=O)c1ccc2nc(NC(=O)CSCC(=O)OCC(=O)c3ccccc3)sc2c1	1%	6	?	-1	0%	-2%	-9	-10	7%[46.1 µM]	-8%
CCN(C(=O)Cn1nc(C)n2c(cc3cc(C)ccc32)c1=O)c1ccccc1	-4%	23	-1%	-1	0%	-5%	4	-3	-3%	1%
O=C(CN1C(=O)NC2(CCCCC2)C1=O)NCCc1ccccc1	·	-5	·	·	-2%	-1%	2	·	-5%	0%
CCOC(=O)c1sc(=NC(=O)c2ccc(F)cc2)n(C)c1C	-6%	-15	7%	·	-1%	0%	8	19	-2%	-12%
Cc1ccc(NC(=O)CSc2nnnn2C)cc1S(=O)(=O)N(C)C	0%	-17	6%	1	2%	-5%	22	7	5%	-2%
Cc1cc(=O)oc2cc(OCC(=O)OCC(=O)NCc3ccc4c(c3)OCO4)ccc12	1%	0	-9%	5	-5%	3%	8	-4	-2%	1%
COc1cc(NC(=O)Nc2cccc(Cl)c2)c(C(=O)O)cc1OC	6%	1	8%	5	-8%	-2%	2	-6	6%	5%
CN=C(N)NCCC[C@H](N)C(=O)O	·	6	·	6	3%	2%	3	-15	-12%	?
COc1ccc(N=C2S/C(=C\c3cccs3)C(=O)N2CC(C)C)cc1	0%	-17	0%	0	-3%	0%	7	-2	5%	0%
COc1ccccc1CN1CCNC(=O)C1CC(=O)NCc1csc(C)n1 (stereo not drawn)	8%	-6	1%	-8	-2%	0%	10	-10	6%	7%
Cc1ccc2nc(SCc3nnc(-c4ccccc4[N+](=O)[O-])o3)c(C#N)cc2c1	·	0	8%	-4	14%	6%	6	6	2%	?
Cc1ccc(S(=O)(=O)N2CCN(C(C)C(=O)NCC(C)c3ccccc3)CC2)cc1 (stereo not drawn)	·	-1	·	·	4%	0%	-9	·	-5%	?
COc1ccccc1NC(=O)CCN1C(=O)C2CC=C(Cl)CC2C1=O (stereo not drawn)	-1%	-4	-13%	-3	7%	-4%	-28	4	-3%	0%
COc1ccc(OC)c(/C(C)=N/Nc2ccc(C(=O)O)cc2)c1	-2%	8	-4%	14	-2%	0%	7	1	-2%	?
O=C(NC1CCCC1)c1n[nH]c2ccccc12	-1%	16	7%	2	-2%	0%	11	-5	-1%	?
c1ccc(-c2nc3cc4ccccc4cc3[nH]2)nc1	0%	?	?	-13	0%	-6%	6	-6	1%	?
O=C(Nc1ccc2nc3n(c(=O)c2c1)CCCC3)c1ccccc1[N+](=O)[O-]	1%	-18	7%	-2	2%	1%	10	0	3%[46.1 µM]	?
Cc1ccccc1NC(=O)c1csc2c1CCCC2	2%	-6	7%	8	6%	-6%	3	-12	·	-4%

Full records from above.
COc1ccc(O)c(C(=O)c2cnn(C(=O)c3cccc(N(C)C)c3)c2)c1 as listed: GALK inhibitor = ·; Giardia killer = -15; CXXC DNA block = ·; Coupling enz = ·; AT treatment = 4%; Tb PFK inh = -3%; hERG WT inh = -8; TSHR antag = -11; TCR activator = -8%; Chronic BCR inh = 0%
CCN(C(=O)Cn1nc(C)n2c(cc3cc(C)ccc32)c1=O)c1ccccc1 as listed: GALK inhibitor = -4%; Giardia killer = 23; CXXC DNA block = -1%; Coupling enz = -1; AT treatment = 0%; Tb PFK inh = -5%; hERG WT inh = 4; TSHR antag = -3; TCR activator = -3%; Chronic BCR inh = 1%

Not a retest: entries from further up.
SMILES	GALK inhibitor	Giardia killer	CXXC DNA block	Coupling enz	AT treatment	Tb PFK inh	hERG WT inh	TSHR antag	TCR activator	Chronic BCR inh
COc1ccc(-c2oc3ccccc3c2C#Cc2cncn2C)cc1	·	-2	·	·	24%	3%	·	3	-3%	17%
CCn1c(=O)n(CC(=O)N2CC(C)CC(C)C2)c(=O)c2ccccc21 (stereo not drawn)	3%	10	2%	3	0%	-8%	-3	9	-5%	-5%

New compounds follow.
SMILES	GALK inhibitor	Giardia killer	CXXC DNA block	Coupling enz	AT treatment	Tb PFK inh	hERG WT inh	TSHR antag	TCR activator	Chronic BCR inh
CCN(CC)c1ccc(/C=c2\sc3nc4ccccc4n3c2=O)c(O)c1	0%	-1	?	0	27%	6%	1	-4	-3%	1%
CC(C)c1nnc(NC(=O)Cc2ccc(Br)cc2)s1	2%	-2	4%	2	-2%	-1%	-5	15	3%[46.1 µM]	?
CCOC(=O)C1=C(CNCCc2ccc(Cl)cc2)NC(=O)NC1c1cccc([N+](=O)[O-])c1 (stereo not drawn)	0%	1	10%	1	1%	2%	29	0	-3%	0%
Cc1ccc(-n2nnc3c(=O)n(Cc4cccc(C)c4)cnc32)cc1	0%	32[activator]	5%	-2	-7%	-2%	3	-4	-7%	0%
Nc1nc2ccccc2n1C(=O)c1ccccc1	7%	?	-9%	-3	8%	?	8	12	4%	?
CCOC(=O)C(=CNc1ccccc1Cl)C(=O)OCC	-1%	23	-5%	1	7%	6%	10	19	0%	?
COc1cc(OC)cc(C(=O)Nc2cccc3ccccc23)c1	-7%	13	6%	-1	-3%	6%	-1	-8	8%	-17%
CC1=C(C(=O)NC2CCCC(C)C2C)C2(CCCCC2)OC1=O (stereo not drawn)	-1%	1	8%	-5	?	2%	2	-11	-2%	-2%
COc1ccc(NC2CCCN(C(=O)c3c(C)noc3C)C2)cc1 (stereo not drawn)	1%	15	-1%	-1	-1%	0%	-8	-5	-7%	0%
COc1ccc(NC(=O)c2cc(C(=O)Nc3ccc(OC)cc3OC)cc([N+](=O)[O-])c2)c(OC)c1	5%	16	3%	-3	6%	-1%	9	40	-1%	-4%
CCCCCOc1ccc(CSc2n[nH]c(C)n2)cc1	3%	7	0%	-25	-1%	-12%	-8	9	5%	-4%
CC(CCO)Nc1nc2c([nH]1)c(=O)n(C)c(=O)n2C (stereo not drawn)	-2%	15	1%	2	-1%	?	-4	-5	-2%	?
CCN(C1CCS(=O)(=O)C1)S(=O)(=O)c1ccc2ccccc2c1 (stereo not drawn)	·	6	·	·	-8%	2%	-1	12	9%	1%
COc1ccc(N(CC(=O)NCCc2ccccc2)C(=O)c2csnn2)cc1	15%	-5	34%[activator]	3	-1%	-1%	-2	9	1%	-9%
COc1ccc(CN2C(=O)NC3(CCCc4ccccc43)C2=O)cc1F (stereo not drawn)	-3%	0	-3%	1	4%	-1%	-6	-4	4%	-4%
COc1cc(CNCCc2ccccc2F)ccc1OCc1ccc(Cl)nc1	0%	2	19%	0	-5%	-7%	28	-3	1%	15%

Structural class: the compounds so far with a COOH group.
SMILES	GALK inhibitor	Giardia killer	CXXC DNA block	Coupling enz	AT treatment	Tb PFK inh	hERG WT inh	TSHR antag	TCR activator	Chronic BCR inh
COc1cc(NC(=O)Nc2cccc(Cl)c2)c(C(=O)O)cc1OC	6%	1	8%	5	-8%	-2%	2	-6	6%	5%
CN=C(N)NCCC[C@H](N)C(=O)O	·	6	·	6	3%	2%	3	-15	-12%	?
COc1ccc(OC)c(/C(C)=N/Nc2ccc(C(=O)O)cc2)c1	-2%	8	-4%	14	-2%	0%	7	1	-2%	?
